GluA2 TARP mod = modulates AMPAR-stargazin complexes. 3.5% of 40,000 active. calls only at 30 µM. O88602+P19491. AID 1259245. HEK293 GluA2+stargazin, membrane potential dye (FDSS), glutamate EC50; hits were called plate by plate, in both directions;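 active means any of four per-well response measures lying three or more SD from its plate-wide compound average, in either direction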
Target sequence (O88602 whole entry, looked up): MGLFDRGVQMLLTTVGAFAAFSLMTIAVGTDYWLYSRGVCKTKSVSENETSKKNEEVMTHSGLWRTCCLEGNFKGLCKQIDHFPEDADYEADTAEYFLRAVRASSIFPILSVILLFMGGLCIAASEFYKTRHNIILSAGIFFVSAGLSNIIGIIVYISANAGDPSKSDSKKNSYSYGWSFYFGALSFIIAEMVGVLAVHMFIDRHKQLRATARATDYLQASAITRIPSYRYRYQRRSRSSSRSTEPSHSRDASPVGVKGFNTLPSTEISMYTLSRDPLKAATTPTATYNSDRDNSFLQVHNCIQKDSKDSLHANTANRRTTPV
Target sequence (P19491 whole entry, looked up): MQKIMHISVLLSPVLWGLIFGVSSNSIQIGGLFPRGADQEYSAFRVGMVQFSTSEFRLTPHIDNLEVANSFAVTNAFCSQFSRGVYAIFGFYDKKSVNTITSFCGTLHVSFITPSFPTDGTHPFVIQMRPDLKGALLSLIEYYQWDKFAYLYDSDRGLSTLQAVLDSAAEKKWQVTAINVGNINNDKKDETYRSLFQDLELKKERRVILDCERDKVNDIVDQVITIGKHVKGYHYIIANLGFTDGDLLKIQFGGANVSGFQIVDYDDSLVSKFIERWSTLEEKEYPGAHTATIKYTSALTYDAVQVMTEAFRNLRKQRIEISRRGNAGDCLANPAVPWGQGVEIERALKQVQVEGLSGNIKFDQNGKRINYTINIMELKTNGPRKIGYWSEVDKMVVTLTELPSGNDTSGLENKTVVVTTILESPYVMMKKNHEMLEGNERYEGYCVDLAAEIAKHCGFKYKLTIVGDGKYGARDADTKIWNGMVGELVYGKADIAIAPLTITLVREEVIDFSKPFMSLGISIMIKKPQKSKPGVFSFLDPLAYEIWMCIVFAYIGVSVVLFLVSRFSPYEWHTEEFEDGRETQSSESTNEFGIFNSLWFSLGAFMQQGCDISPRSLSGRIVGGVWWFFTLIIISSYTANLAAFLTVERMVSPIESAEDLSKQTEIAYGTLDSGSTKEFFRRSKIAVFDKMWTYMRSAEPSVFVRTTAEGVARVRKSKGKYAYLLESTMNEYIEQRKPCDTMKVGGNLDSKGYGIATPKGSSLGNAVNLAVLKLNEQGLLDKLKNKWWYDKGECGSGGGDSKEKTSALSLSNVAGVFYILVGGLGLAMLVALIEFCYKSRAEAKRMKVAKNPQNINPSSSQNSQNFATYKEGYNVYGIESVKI
GluA2 TARP mod agonism max-min = second read-out of GluA2 TARP mod, no call of its own (marks repeat the call); compound max-min signal; compound-alone response (agonism);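 unitless range of fluorescence divided by baseline over first 100 seconds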
GluA2 TARP mod glutamate slope = recorded beside GluA2 TARP mod, whose call it bears; glutamate slope, % of max; measured here: glutamate response slope, % max;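 scaled per plate between vehicle wells and maximal 1 mM glutamate control wells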
Numbers without * were called inactive; i = inactive; + = active, no number; & = joins results of further samples.

GluA2 TARP mod	GluA2 TARP mod agonism max-min	GluA2 TARP mod glutamate slope	Structure
i	0.086	57	COc1ccc(OC)c(S(=O)(=O)Nc2ccc3c(c2)N(C(=O)C(C)(C)C)CC3)c1
i	0.13	81	O=C(NC1CCCC(O)C1)c1cccc2ccccc12 (centres undefined)
i	0.084	39	Cc1cc(-c2nnc(NC(=O)CCSc3ccc(Cl)cc3)o2)nn1C
i	0.051	63	CN(C1CCCCC1)S(=O)(=O)c1cccc2nonc12
+	0.21*	85*	CN1C2=C(C(=O)CC(C)(C)C2)C(c2cc(Br)ccc2O)C2=C1CC(C)(C)CC2=O
i	0.091	45	COc1cccc(-c2cc(CC(=O)NCc3ccco3)no2)c1
i	0.041	69	COc1cn(CC(=O)Nc2ccccc2C)c(CSc2nccc(C)n2)cc1=O
i	0.05	35	COc1ccc(NC(=O)COc2ccc(Cl)cc2)cc1N1CCCCC1=O
i	0.079	53	COc1ccc(-c2csc3ncn(Cc4ccccc4F)c(=O)c23)cc1OC
i	0.074	50	COc1ccc(NC(=O)C2CCCCC2)cc1N1CCCC1=O
i	0.092	63	CCN1CCN(C2CC(=O)NC2=O)CC1 (centres undefined)
i	0.037	41	NS(=O)(=O)c1ccc(NC(=S)Nc2ccc(F)cc2)cc1

Ordered by heavy-atom count (low to high): three of the compounds above.
GluA2 TARP mod	GluA2 TARP mod agonism max-min	GluA2 TARP mod glutamate slope	Structure
i	0.037	41	NS(=O)(=O)c1ccc(NC(=S)Nc2ccc(F)cc2)cc1
i	0.074	50	COc1ccc(NC(=O)C2CCCCC2)cc1N1CCCC1=O
i	0.086	57	COc1ccc(OC)c(S(=O)(=O)Nc2ccc3c(c2)N(C(=O)C(C)(C)C)CC3)c1

Continuation.
GluA2 TARP mod	GluA2 TARP mod agonism max-min	GluA2 TARP mod glutamate slope	Structure
i	0.046	53	Nc1nc(-c2ccco2)nn1C(=O)c1ccc(F)cc1
i	0.11	64	CC(O)(CNC(=O)C(=O)NCCc1ccccc1)C1CC1 (centres undefined)
i	0.09	53	CC1=NCCN1S(=O)(=O)c1cc([N+](=O)[O-])ccc1C
i	0.085	52	O=C(CSCc1ccccc1)Nc1ccc2c(c1)N(C(=O)C1CC1)CC2
i	0.09	52	Cc1ccc(NC(=O)N2CCCC(c3nnc(C)s3)C2)cc1 (centres undefined)
i	0.085	55	COc1ccc(S(=O)(=O)N2CCCOC2CNC(=O)C(=O)NC2CC2)cc1C (centres undefined)
i	0.13	80	CC1CCN(S(=O)(=O)c2ccc(-c3nc(C#N)c(NCC4CCCO4)o3)cc2)CC1 (centres undefined)
i	0.065	88	O=C(NCC1CCCO1)C(=O)Nc1c2c(nn1-c1cccc(Cl)c1)CS(=O)(=O)C2 (centres undefined)
i	0.044	41	O=C(/C=C/c1ccc(F)cc1)Nc1ccc(S(=O)(=O)N2CCOCC2)cc1
i	0.12	52	Cc1cc(C)c(S(=O)(=O)NCC(O)c2sccc2C)cc1C (centres undefined)
i	0.093&0.053	42&95	COc1ccccc1NC(=O)CSc1nnnn1-c1ccc(C)c(Cl)c1
i	0.074	44	CSc1ncccc1C(=O)NCC1(c2cccs2)CCOCC1

(cont.)
GluA2 TARP mod	GluA2 TARP mod agonism max-min	GluA2 TARP mod glutamate slope	Structure
i	0.11	57	O=C(CCCn1nc(-c2ccc(Cl)cc2)ccc1=O)Nc1nccs1
i	0.043	44	O=S(=O)(Cc1ccccc1F)NCC(c1ccsc1)N1CCOCC1 (centres undefined)
+	0.082*	9.2*	O=C(NCCCn1cccc1)c1ccccc1
i	0.13	56	CN1C(=O)NC2(CCN(CC(=O)Nc3ccccc3C(F)(F)F)CC2)C1=O
i	0.038	50	O=C(CCS(=O)(=O)c1ccccc1)N(CCN1CCOCC1)c1nc2ccc(F)cc2s1
i	0.08	67	CC(=O)N1CCN(c2c(C)cnc3c2c(=O)n(CC(=O)N(C)c2ccccc2)c(=O)n3C)CC1
i	0.12	63	CCS(=O)(=O)N1CCC(c2nnc(-c3ccc(F)cc3)o2)CC1
i	0.039	37	Cc1ccc(-c2noc(-c3cn(CC(=O)N4CCc5ccccc5C4)c4nc(C)ccc4c3=O)n2)cc1
i	0.12	52	COc1ccc(CCNC(=O)c2ccc3c(=O)n4c(nc3c2)SCC4)cc1OC
i	0.072	55	Nc1c(C(=O)N2CCCC2)nsc1C(=O)N1CCN(c2ccccc2)CC1
i	0.082	63	Cn1nc(C2CCN(C(=O)Cn3cccc3)CC2)n(-c2ccccc2)c1=O
i	0.052	35	COc1ccc(Cl)cc1C(=O)N1CCN(c2ncnc3c2nnn3C)CC1

Going on with the list.
GluA2 TARP mod	GluA2 TARP mod agonism max-min	GluA2 TARP mod glutamate slope	Structure
i	0.13	69	CCC(CO)NC(=O)C(=O)Nc1ccc(F)c(Cl)c1 (centres undefined)
i	0.087	70	Cc1ccc(C)c(N2C(=O)N(CC(=O)NCc3ccc(F)cc3)c3ccccc3S2(=O)=O)c1
i	0.044	39	COCCn1c(=O)c2c(nc(-n3nc(C)cc3C)n2CC(C)C)n(C)c1=O
i	0.048	46	CNC(=O)CSc1nc(-c2ccccc2)c(NC(=O)C2CCCC2)s1
i	0.081	56	O=C(NCc1cccs1)C(=O)NCC1CCN(S(=O)(=O)C2CC2)CC1
i	0.11	84	CCN1CCN(c2oc(-c3ccc(S(=O)(=O)N(C)Cc4ccccc4)cc3)nc2C#N)CC1
i	0.098	65	Cc1ccc(NC(=O)Cn2nc3ccc(SCc4ccc(Cl)cc4)nn3c2=O)cc1C
i	0.081	46	Cc1ccc(-n2ccnc(SCC(=O)c3ccc(Br)cc3)c2=O)cc1
i	0.15	54	COc1cccc(CCNC(=O)CN2CCN(c3ccc(F)c(F)c3)C2=O)c1
i	0.1	42	Cc1ccc(S(=O)(=O)N2CCC(C(=O)Nc3cccc4c3C(=O)NC4=O)CC2)cc1
i	0.091	62	COc1cc(-c2nnc(NC(=O)CCCS(=O)(=O)c3ccc(Cl)cc3)o2)cc(OC)c1OC
i	0.027	24	Cc1c(Cl)cccc1NC(=O)C(=O)NCCc1ccsc1

Quoted from the results shown for reference:
GluA2 TARP mod	GluA2 TARP mod agonism max-min	GluA2 TARP mod glutamate slope	Structure
i	0.13	69	CCC(CO)NC(=O)C(=O)Nc1ccc(F)c(Cl)c1 (centres undefined)
i	0.087	70	Cc1ccc(C)c(N2C(=O)N(CC(=O)NCc3ccc(F)cc3)c3ccccc3S2(=O)=O)c1
i	0.044	39	COCCn1c(=O)c2c(nc(-n3nc(C)cc3C)n2CC(C)C)n(C)c1=O

Continued.
GluA2 TARP mod	GluA2 TARP mod agonism max-min	GluA2 TARP mod glutamate slope	Structure
i	0.086	64	Cc1nc2ccccn2c(=O)c1NC(=O)C(C)Oc1ccc2c(c1)OCO2 (centres undefined)
i	0.06	60	COCCN1CCC(CNC(=O)C(=O)NC2CCCCCC2)CC1
i	0.043	59	Cc1ccc(C(=O)N2CCC3(CC2)CC(=O)c2ccccc2O3)cc1
i	0.1	45	O=C(/C=C/c1cccs1)NCCn1nc(-c2cccnc2)ccc1=O
i	0.079	50	CC(NC(=O)c1ccc(S(=O)(=O)N2CCOCC2)o1)c1ccccc1 (centres undefined)
+	0.34*	65*	Cc1cc(C)c2c(n1)nn1c(N3CCN(Cc4ccccc4)CC3)cc(C)nc21
i	0.059	86	Cc1ccc(OCCn2c(C3CC(=O)N(C(C)(C)C)C3)nc3ccccc32)cc1 (centres undefined)
i	0.097	48	O=c1c(-c2ccccc2)c(C(F)(F)F)oc2c3c(ccc12)OCN(CCCO)C3
i	0.043	46	CN(C)C(CNC(=O)c1ccc(Br)o1)c1cccs1 (centres undefined)
i	0.093	65	Cc1noc(C2CN(C(=O)c3ccccc3Br)C2)n1
i	0.052	28	Cc1ccc(Cn2ncc3c(N4CCCC4)ncnc32)cc1
i	0.096	55	CCOc1cc(S(=O)(=O)NC(C)C)c(OCC)cc1C

Next records
GluA2 TARP mod	GluA2 TARP mod agonism max-min	GluA2 TARP mod glutamate slope	Structure
i	0.098	62	CCCNC(=O)Cn1nc2c(c1NC(=O)Cc1ccc(-c3ccccc3)cc1)CSC2
i	0.087	62	CCOCC(=O)Nc1cc(-c2ccccc2)nn1CCO
i	0.11	58	COc1cccc(N2CCCn3c2nc2c3c(=O)n(C/C=C/c3ccccc3)c(=O)n2C)c1
i	0.14	53	Cc1noc(C2CN(C(=O)Cn3ccc4ccccc43)C2)n1
i	0.062	61	COC(=O)c1ccc(S(=O)(=O)NCCN2CCC(c3cccs3)CC2)cc1
i	0.082	59	CCn1nc(C)cc1C(=O)Nc1cccc(Cl)c1Cl
i	0.065	47	CN(Cc1ccco1)S(=O)(=O)c1ccc(C(=O)Nc2nc(-c3ccccc3)cs2)cc1
+	0.22*	65*	COC(=O)C(C)n1c(C)cn2c3c(=O)n(C)c(=O)n(C)c3nc12 (centres undefined)
i	0.07	64	O=C(CCCc1ccccc1)N1CCN(c2ncnc3c2nnn3Cc2ccccc2)CC1
i	0.046	64	O=C(Cc1ccc(F)cc1)NCC#CCN1CCc2ccccc2C1
i	0.089	15	COc1ccc(Br)cc1S(=O)(=O)NCCn1nc(-c2ccccc2)ccc1=O
i	0.092	54	O=C(CSc1nnc(-c2cccnc2)o1)NCc1ccc(F)cc1

New compounds follow
GluA2 TARP mod	GluA2 TARP mod agonism max-min	GluA2 TARP mod glutamate slope	Structure
i	0.072	40	CCOC(=O)c1ccc(CSc2ncn[nH]2)o1
i	0.17	47	COc1ccccc1N1CCN(c2nnc(SCC(=O)Nc3ccc4c(c3)OCCO4)s2)CC1
i	0.14	72	CCC(=O)NCCn1nc(-c2cccs2)n(C)c1=O
i	0.045	42	CCN(CC)C(=O)C(=O)Nc1ccc(OC)c(OC)c1
i	0.039	58	O=C(c1ccc(S(=O)(=O)N2CCc3ccccc3C2)cc1)N1CCCC1
i	0.14	73	NC(=O)c1ccccc1NC(=O)C1CCN(c2ccc(-c3ccc(Cl)cc3)nn2)CC1
i	0.099	61	COc1ccc(S(=O)(=O)N2CCCc3cc(NC(=O)COc4ccc(C)cc4)ccc32)cc1
i	0.14	63	COc1cccc(-c2nnc3ccc(OCCNC(=O)Nc4cccc(C)c4)nn23)c1
i	0.17	69	C#CCOCC(O)CN1CCN(CCN2C(=O)c3cccc4cccc(c34)C2=O)CC1 (centres undefined)
i	0.047	62	CCCCc1ccc(NC(=O)Cn2cc(OC)c(=O)cc2CSc2nc(C)cc(C)n2)cc1
i	0.086	51	OC(COc1c(F)cc(Br)cc1F)CN1CCN(Cc2ccc3c(c2)OCO3)CC1 (centres undefined)
i	0.073	51	O=C(NCC#CCN1CCc2ccccc2C1)c1cc(-c2ccccc2)on1

Profiles as entered above.
COc1ccc(Br)cc1S(=O)(=O)NCCn1nc(-c2ccccc2)ccc1=O as listed: GluA2 TARP mod: i; GluA2 TARP mod agonism max-min: 0.089; GluA2 TARP mod glutamate slope: 15
COc1cccc(-c2nnc3ccc(OCCNC(=O)Nc4cccc(C)c4)nn23)c1 as listed: GluA2 TARP mod: i; GluA2 TARP mod agonism max-min: 0.14; GluA2 TARP mod glutamate slope: 63
CN1C(=O)NC2(CCN(CC(=O)Nc3ccccc3C(F)(F)F)CC2)C1=O as listed: GluA2 TARP mod: i; GluA2 TARP mod agonism max-min: 0.13; GluA2 TARP mod glutamate slope: 56

Continuation.
GluA2 TARP mod	GluA2 TARP mod agonism max-min	GluA2 TARP mod glutamate slope	Structure
i	0.064	23	COc1ccc2c(=O)c(Oc3ccc(C(=O)NCC(C)C)cc3)c(C)oc2c1
i	0.075	57	O=C(NCC1CCN(Cc2ccco2)CC1)C(=O)NC1CCCC1
i	0.07	52	CCCCc1cnc2c(c1SCC(=O)Nc1nnc(CC)s1)c(=O)n(C)c(=O)n2C
i	0.15	84	CC1CS(=O)(=O)N(c2cccc(C(=O)NCc3ccc4c(c3)OCO4)c2)C1=O (centres undefined)
i	0.058	42	COC(=O)c1ccc(COC(=O)c2cc(Cl)ccc2O)cc1
i	0.11	47	Cc1cc(=O)[nH]c(-n2nc(C)c(CCC(=O)N3CCN(C)CC3)c2C)n1
i	0.12	61	COc1ccc(SCCC(=O)Nc2ccc3sc(C)nc3c2)cc1
i	0.074	74	O=C(/C=C/c1ccccc1Cl)Nc1ccc([N+](=O)[O-])cc1Br
i	0.1	47	NC(=O)CSc1nc(-c2ccccc2)c(NC(=O)c2cc3ccccc3o2)s1
i	0.2	56	CCOC(=O)c1ccc(Nc2ncnc3c2ncn3CC)cc1
i	0.087&0.039	46&104	COc1ccc(NC(=O)CSc2nnnn2-c2ccc3ccccc3c2)cc1
i	0.11	66	COC(=O)c1sccc1S(=O)(=O)Nc1cc(OC)c(OC)c(OC)c1

The results go on.
GluA2 TARP mod	GluA2 TARP mod agonism max-min	GluA2 TARP mod glutamate slope	Structure
i	0.094	61	CC(=O)Nc1ccc(S(=O)(=O)Nc2ccc3c(c2)N(C(=O)c2ccco2)CC3)cc1
+	0.098*	30*	Cc1cc(C)c(C)c(OCC(O)CN2C(C)(C)CC(O)CC2(C)C)c1 (centres undefined)
i	0.051	30	COc1ccc(/C(N)=N/OC(=O)Cc2ccc(C)cc2)cc1OC
i	0.14	45	CCOc1ccc(NC(=O)NCC(O)c2ccc(C(F)(F)F)cc2)cc1 (centres undefined)
i	0.12	64	O=C(Cn1nc(-n2cccn2)ccc1=O)Nc1nc2c(s1)CCCC2
i	0.082	39	O=C(Nc1nnc(CCS(=O)(=O)c2ccccc2)o1)c1ccc2c(c1)OCCO2
i	0.049	51	Cc1ccc2nc(N3CCN(C(=O)Cc4ccc(S(C)(=O)=O)cc4)CC3)sc2c1
i	0.17	53	CCn1cc(NC(=O)N2c3ccccc3CC2C)c2ccccc21 (centres undefined)
i	0.11	54	C=C(C)COc1ccc2c(=O)c(-c3ccccc3OC)coc2c1
i	0.097	56	COc1ccccc1C(=O)Nc1cc(-c2cccs2)nn1CCO

Screens: PubChem, Vanderbilt High Throughput Screening Facility

The list is partial. The share of hits here may be higher or lower than overall.
